Siah-1 displacement – Siah-1 peptide-binding antagonists, primary screen, biochemical, fluorescence polarization, rhodamine-plectin, uHTS (AID 1817); Siah-1 / rhodamine-plectin peptide fluorescence polarization; higher % means a stronger effect; displacement, % at 20 µM, or IC50 in µM where a hit was titrated; hit rate 0.02% among 290,000;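 active means displacement of at least 50% at 20 µM, with a fluorescence ratio check between 0.3 and a set limit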;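 further: plate controls were Siah plus tracer with DMSO for no effect and tracer alone without Siah for full effect; strong numbers were not always called active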
RSV CPE inhibition – RSV antiviral activity via CPE protection, HEp-2 cells, primary 10 µM value included (AID 2391) | CPE inhibition, % at 10 µM; hits with a dose series show IC50 in µM | HEp-2 cells, RSV-induced CPE inhibition; higher % means a stronger effect | hit rate 0.13% among 310,000; in the data active means a potency from the dose series; inconclusive means CPE inhibition mostly from about 23% at the one dose, without a potency; inactive means the rest, 99 in 100 with CPE inhibition below about 21%; further: strong numbers were not always called active
West Nile virus CPE – West Nile virus antiviral activity, cell-based, CPE readout (AID 1621). one-dose CPE inhibition, % at 10 µM; IC50 in µM for titrated hits. West Nile virus-infected cells, CPE inhibition; higher % means a stronger effect. hit rate 0.02% among 290,000; in the data active means a potency from the dose series; inconclusive means CPE inhibition mostly from about 3.7% at the one dose, without a potency; inactive means the rest, 99 in 100 with CPE inhibition below about 2.2%; further: strong numbers were not always called active
UTI89 phage lysis – protection from phage-mediated lysis, alamar blue read-out – E. coli UTI89, K1F phage, bacterial capsule biogenesis inhibitors (AID 488966); E. coli UTI89 K1F phage lysis, alamar blue, 2 h; higher % means a stronger effect; inhibition, % at 100 µM; hits with a dose series show IC50 in µM; hit rate 0.02% among 340,000;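 active means phage lysis inhibition, versus mean bacterial control, above a set limit; inconclusive means no clear call, values can overlap the other calls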;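 further: capsule biogenesis inhibitors block K1F phage lysis so surviving cells raise fluorescence; higher fluorescence means more inhibition of phage lysis; actives were called in the ten point dose series up to 300 µM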
NTR1 ag – agonists of NTR1, primary screen, imaging, U2OS cells, beta-arrestin-GFP, high content (AID 493036); hit rate 0.17% among 330,000; P30989; NTR1-U2OS beta-arrestin-GFP spot imaging, agonist mode; activation, % at 20 µM;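 active means activation at or above 40% of the spot to cytoplasm intensity ratio, with at least 20 cells analyzed; inconclusive means wells under 20 cells, flagged as cytotoxic or low count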;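 further: 0% = DMSO without peptide and 100% = 100 nM NTR1 peptide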
Target sequence (P30989 whole entry, looked up): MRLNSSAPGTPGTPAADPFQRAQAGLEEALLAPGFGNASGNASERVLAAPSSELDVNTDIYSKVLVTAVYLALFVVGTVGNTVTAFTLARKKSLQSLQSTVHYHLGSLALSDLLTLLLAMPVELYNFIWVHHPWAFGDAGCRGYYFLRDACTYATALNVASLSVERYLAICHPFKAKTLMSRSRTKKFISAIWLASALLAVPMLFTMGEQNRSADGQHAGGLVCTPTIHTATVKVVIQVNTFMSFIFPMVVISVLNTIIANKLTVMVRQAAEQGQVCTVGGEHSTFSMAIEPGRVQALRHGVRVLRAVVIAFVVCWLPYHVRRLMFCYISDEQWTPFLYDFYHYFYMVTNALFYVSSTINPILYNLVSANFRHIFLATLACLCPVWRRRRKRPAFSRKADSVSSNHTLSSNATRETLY
SV40 large T antigen – SV40 large T antigen inhibitors, biochemical (AID 1903). SV40 large T antigen ATPase/helicase inhibition assay; higher % means a stronger effect. inhibition, % at 20 µM; hits with a dose series show IC50 in µM. hit rate 0.39% among 310,000; in the data active means a potency from the dose series; inconclusive means inhibition mostly from about 32% at the one dose, without a potency; inactive means the rest, 99 in 100 with inhibition below about 32%; further: strong numbers were not always called active
MgcRacGAP inhibition – MgcRacGAP GTPase-activating activity inhibitors, confirmation, biochemical, ADP Hunter fluorescence; MgcRacGAP-stimulated Rac1 GTP hydrolysis, ADP Hunter fluorescence; higher % means a stronger effect; GST-tagged Rac1 F28L mutant substrate; inhibition, % at 30 µM, or IC50 in µM where a hit was titrated; hit rate 0.6% among 340,000;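 active means first-screen hits whose inhibition reached a set limit at any dose in the follow-up dose series; inconclusive means inhibition above the set first-screen limit but never retested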;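 further: fluorescence reports GDP produced by GAP-driven GTP hydrolysis; strong numbers were not always called active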
AID2073 – disruptors of CaV2.2 binding to Mint1 – biochemical, HTRF (AID 2073); hit rate 0.19% among 290,000; inhibition, % at 20 µM; hits with a dose series show IC50 in µM; HTRF protein-protein interaction, Mint1-CaV2.2; higher % means a stronger effect; in the data active means inhibition mostly above about 51%, no sharp cut-off; inconclusive means no clear call, values can overlap the other calls; inactive means mostly below about 53%; further: some results filed as inactive read as strong as hits
Dengue-2 NS5 capping – flavivirus cap methylation enzyme inhibition – biochemical, confirmation dose response, primary screen (AID 588689). hit rate 0.3% among 340,000. inhibition, % at 25 µM; hits with a dose series show IC50 in µM. Dengue-2 NS5 methyltransferase capping enzyme assay, biochemical; higher % means a stronger effect; in the data active means a potency from the dose series; inconclusive means inhibition above about 29% without an active follow-up result
NTR1 ag cell count 20 µM – further read-out of NTR1 ag, marked with its call; cell count; measured here: cell count, cytotoxicity flag
Dengue-2 NS5 capping pilot replicate – further read-out of Dengue-2 NS5 capping, marked with its call; inhibition, %; measured here: pilot screen replicate inhibition
Numbers without * were called inactive; ? = inconclusive; . = not tested or not shown; [ ] = dose if it differs, or a comment.

SMILES | Siah-1 displacement | RSV CPE inhibition | West Nile virus CPE | UTI89 phage lysis | NTR1 ag | NTR1 ag cell count 20 µM | SV40 large T antigen | MgcRacGAP inhibition | AID2073 | Dengue-2 NS5 capping | others
COc1ccccc1N(CC(=O)N/N=C/c1ccc(OCC(=O)NCc2ccco2)cc1)S(=O)(=O)c1ccc(C)cc1 | 2% | 38% | 0.6% | 0.1% | 1.1 | 59 | 10% | 5% | 20% | 1%
CC(C)c1ccc(C2c3[nH]c4ccccc4c3C[C@H]3C(=O)N(c4ccccc4C(=O)N4CCC[C@@H]4C(=O)O)C(=O)N23)cc1 (stereo partly specified) | -1% | 4.0% | -0.5% | -3.5% | 8.7 | 72 | 17% | -5% | 6% | 20%
Cc1ccccc1CNC(=O)CCC(=O)N1CCOc2ccccc21 | -6% | 2.2% | 0.3% | -0.2% | -1.5 | 99 | 15% | 9% | 13% | -4%
CCN(CC1CCCN(CCc2cccc(OC)c2)C1)C(=O)c1ccc(COC)o1 (stereo unspecified) | -3% | 0.2% | -0.4% | 0.3% | -0.3 | 46 | 16% | 8% | -2% | -3%
COc1ccc(CN2CC(C(=O)NCCCN3CCCC(C)C3)CC2=O)cc1 (stereo unspecified) | 0% | 0.1% | 0.1% | -0.1% | 0.8 | 45 | 9% | 5% | 5% | -19%
O=C(COC(=O)c1ccc(O)cc1O)NCCN1C(=O)CSC1=O | -2% | 5.4% | 0.2% | 0.1% | -0.4 | 47 | 8% | -1% | 3% | 1%
COc1ccc(NC(=O)CCNS(=O)(=O)c2ccc3c(c2)c(=O)n(C)c(=O)n3C)cc1 | -4% | 0.8% | 0.3% | 0.4% | -0.1 | 82 | 1% | -1% | -3% | -9%
CC1CC(C)CN(CCCNC(=O)C2CCN(c3ncnc4c3sc3cccc(F)c34)CC2)C1 (stereo unspecified) | 7% | -2.6% | 11% | . | 0.4 | 38 | 20% | . | 21% | .
CCOC(=O)c1c(C)[nH]c(C)c1C(=O)COC(=O)c1cc2ccccc2cc1OC | 8% | 12% | -1.5% | -0.3%[50 µM] | 9.9 | 64 | 8% | 6% | 3% | -7%
O=C(COC(=O)c1nc(Cl)ccc1Cl)Nc1ccc(Cl)cn1 | . | 3.0% | . | 0.9%[50 µM] | -1.6 | 64 | . | 6% | . | -3%
COc1ccc(-c2[nH]ncc2CN2CCC(O)(c3ccc(Cl)cc3)CC2)cc1 | -4% | 11% | -0.4% | 0.5% | 1.1 | 53 | 6% | 9% | 3% | -11%
N#Cc1nc(-c2cccc(Cl)c2)oc1NCc1cccnc1 | -3% | ? | -1.1% | 0.2% | 5.6 | 87 | 14% | 8% | 21% | 3%
COc1ccc(C(=O)NC(=S)Nc2ccc(Cc3ccncc3)cc2)cc1 | 4% | 5.2% | 0.0% | -0.8% | 3.8 | 34 | 12% | 10% | 0% | -5%
COc1ccc(OCC2NCCc3cc(OC)c(OC)cc32)cc1 (stereo unspecified) | -2% | 0.0% | 0.3% | 1.1% | -0.6 | 65 | 5% | 9% | 13% | -2%
O=C(C1=NN[C@@H]2C(=O)N(Cc3ccccc3)C(=O)[C@H]12)c1ccc(F)cc1 | -1% | -0.3% | 0.1% | . | 1.9 | 65 | 7% | . | -4% | .
CC(C(=O)N1CCCCC1)N1C(=O)c2ccccc2C1=O (stereo unspecified) | 1% | 1.9% | 0.0% | 0.7% | -0.8 | 45 | 9% | 4% | 1% | -8%
NS(=O)(=O)c1ccc(NC(=O)COC(=O)Cn2cnc3ccccc3c2=O)cc1 | . | . | . | -0.5% | 1.2 | 56 | . | 1% | . | -4%
CC(=O)c1c(C)[nH]c(C(=O)N2c3ccccc3CC2C)c1C (stereo unspecified) | 0% | 0.7% | -0.1% | -0.4% | 1.7 | 50 | 6% | 8% | -2% | -1%
COCc1c(C(=O)NCCc2ccc(OC(F)F)cc2)oc2ccccc12 | . | . | . | 0.3%[50 µM] | -0.5 | 64 | . | -2% | . | -3%
CCOc1ccc(NS(=O)(=O)c2ccc3[nH]cc(C(=O)NCC4CCCO4)c(=O)c3c2)cc1 (stereo unspecified) | 24% | 0.0% | 0.2% | 3.6% | -1.4 | 53 | 22% | 9% | 6% | 4%
Cc1cccc(C(=O)NCC(=O)NC2CCN(Cc3ccccc3)CC2)c1 | -3% | 0.5% | 0.0% | -0.3% | 0.4 | 61 | 22% | -1% | 12% | -7%
CCN(CC)c1nc(-c2ccccc2)nc2ccccc12 | 0% | 4.2% | ? | 0.4% | 4.2 | 73 | 6% | 13% | 12% | -9%
C/C(=N\NS(=O)(=O)c1ccc([N+](=O)[O-])cc1)c1cccs1 | -2% | 5.3% | -0.4% | 0.2% | -0.5 | 82 | 10% | 12% | 3% | -5%
C=CCn1c(Cc2c[nH]c3ccccc23)nnc1SCC(=O)NCc1ccccc1 | 2% | 1.7% | 0.0% | -0.3% | -1.2 | 74 | 0% | 8% | -1% | -4% | Dengue-2 NS5 capping pilot replicate=2.1
CCC1(c2ccc(F)cc2)NC(=O)N(CC(=O)NCc2ccc(C)cc2)C1=O (stereo unspecified) | 4% | 1.8% | -0.2% | -0.1% | 0.2 | 95 | 6% | 13% | 4% | -5%
CCNC(=O)Cn1cc(C#N)c2ccccc21 | 7% | -0.5% | 0.3% | -0.8% | -0.2 | 40 | 13% | 6% | -3% | 0%
COC(=O)C[C@H](NC(=O)Cn1cnc(C(=O)Nc2ccc(C)c(C)c2)n1)C(=O)OC | . | . | . | 0.0% | 2.2 | 60 | . | 8% | . | -5%
CCOC(=O)C1=C(C)Nc2nc3ccccc3n2C1c1ccc(O)cc1 (stereo unspecified) | 1% | 0.1% | 0.6% | 0.0% | 0.7 | 51 | 5% | 11% | -2% | -12%
Cc1ccc(C)c(S(=O)(=O)N2CCN(C(=O)[C@@H]3CCCN3C(=O)c3cccs3)CC2)c1 | . | 0.1% | . | 1.0%[50 µM] | -0.1 | 87 | . | 5% | . | 1%
O=c1oc(-c2cccs2)nc2ccc(Br)cc12 | 6% | 1.5% | -0.9% | 0.0% | 1.7 | 35 | 12% | -1% | 4% | -12%
O=C1c2ccccc2NC(c2ccc(-c3ccc(Br)cc3)o2)N1O (stereo unspecified) | -1% | -0.7% | -0.2% | 3.4% | 7.3 | 46 | 8% | 7% | 7% | 0%
COc1ccc(CCNC(=O)C2CCN(S(=O)(=O)c3cc(OC)ccc3OC)CC2)cc1 | 4% | 0.3% | 0.9% | 3.9% | -0.9 | 34 | 4% | 5% | -8% | -1%
CCOc1ccc(Nc2cc(C)nc3nc(C)nn23)cc1 | -5% | 2.1% | . | 2.5% | -1.9 | 46 | -3% | 1% | -4% | 2%
COc1cc(C)ccc1OCC(=O)Nc1ccccc1N1CCOCC1 | . | -0.1% | . | 0.2%[50 µM] | 1.3 | 59 | . | 6% | . | 1%
COc1ccc(NC(=O)c2sccc2OS(=O)(=O)N(C)C)cc1 | 13% | -1.2% | -2.1% | 0.3% | 0.2 | 86 | 25% | 6% | 4% | 1%
Cn1c(=O)n(C)c2cc(NC(=O)c3ccc(F)cc3)c(Br)cc21 | 1% | 1.4% | 0.5% | 0.2% | 1.6 | 66 | 19% | 12% | 2% | -7% | Dengue-2 NS5 capping pilot replicate=-6.1

Looked up by structure from above, three records:
SMILES | Siah-1 displacement | RSV CPE inhibition | West Nile virus CPE | UTI89 phage lysis | NTR1 ag | NTR1 ag cell count 20 µM | SV40 large T antigen | MgcRacGAP inhibition | AID2073 | Dengue-2 NS5 capping | others
CCOC(=O)C1=C(C)Nc2nc3ccccc3n2C1c1ccc(O)cc1 (stereo unspecified) | 1% | 0.1% | 0.6% | 0.0% | 0.7 | 51 | 5% | 11% | -2% | -12%
O=C1c2ccccc2NC(c2ccc(-c3ccc(Br)cc3)o2)N1O (stereo unspecified) | -1% | -0.7% | -0.2% | 3.4% | 7.3 | 46 | 8% | 7% | 7% | 0%
CCNC(=O)Cn1cc(C#N)c2ccccc21 | 7% | -0.5% | 0.3% | -0.8% | -0.2 | 40 | 13% | 6% | -3% | 0%

(list continues)
SMILES | Siah-1 displacement | RSV CPE inhibition | West Nile virus CPE | UTI89 phage lysis | NTR1 ag | NTR1 ag cell count 20 µM | SV40 large T antigen | MgcRacGAP inhibition | AID2073 | Dengue-2 NS5 capping | others
O=C(CN1CCC(n2nnc3cc(C(F)(F)F)ccc32)CC1)NCc1cccs1 | 6% | 12% | . | -0.3% | 3.1 | 83 | 3% | 7% | 13% | -1%
O=C(c1ccc(N2CCCC2=O)cc1)N1CCN(c2ccc(Cl)cc2)CC1 | 3% | 2.2% | -0.9% | 0.3%[50 µM] | 2.3 | 58 | 26% | 3% | 5% | -4%
CN(C)/C=N/c1cc(=O)n(Cc2ccccc2)c(=O)n1C | 3% | 0.7% | -0.8% | 1.2% | -2.5 | 98 | 13% | 4% | -3% | 3%
CC1C/C(=C/c2ccccn2)C(=O)/C(=C/c2ccccn2)C1 (stereo unspecified) | 2% | -3.3% | -1.0% | -0.1% | 8.9 | 82 | 17% | 18% | 8% | -3%
CCN(CC)c1ccc(S(=O)(=O)N2CCCCC2)cc1NC(=O)C1CSC2(C)CCC(=O)N12 (stereo unspecified) | . | 1.1% | . | 0.8%[50 µM] | -2.1 | 45 | . | -4% | . | 3%
Brc1ccc(-c2noc(CCc3ccccc3)n2)cc1 | . | 43% | -1.1% | -0.3% | . | . | . | 2% | . | 0%
COc1ccc(N2CCN(C(=O)COC(=O)c3c(-c4ccccc4)noc3C)CC2)cc1 | . | 1.5% | . | 0.3%[50 µM] | -0.2 | 59 | . | 12% | . | 1%
CC1Cc2ccccc2N1C(=O)c1cnsn1 (stereo unspecified) | 0% | 4.5% | 0.3% | 0.6% | 1.6 | 66 | 13% | 10% | -4% | -8%
Cc1ccc(S(=O)(=O)N2CCC(C(=O)NCCCn3ccnc3)CC2)cc1 | 1% | -0.4% | 0.8% | -0.5%[50 µM] | -0.7 | 63 | 30% | 5% | 6% | -3%
O=C(NCc1ccco1)/C(=C\C=C\c1ccccc1)NC(=O)c1ccccc1Br | 1% | 2.9% | -0.9% | 0.0% | 1.6 | 84 | 26% | 14% | 4% | -5%
COc1cccc(CNC(=O)CN2C(=O)COc3ccc(S(=O)(=O)N4CCCCC4)cc32)c1 | -5% | -0.1% | -0.3% | 0.2% | 0.4 | 40 | 7% | -4% | 4% | 23%
Cc1ccc(C)c(SCC(=O)OC/C(O)=C(\C#N)c2nc3ccccc3[nH]2)c1 | -8% | . | -1.9% | -0.3% | . | . | -3% | -33% | 38% | -13%
CCC(=O)Nc1cccc(-c2cnc3ccccc3n2)c1 | 0% | -1.1% | -0.1% | 0.1% | 0.6 | 76 | 9% | 4% | 1% | -7%
Cc1cccc(C(CC(=O)O)n2cccc2)c1 (stereo unspecified) | 4% | -0.4% | -0.8% | 4.2% | -0.1 | 65 | 2% | 11% | 6% | -9%

Compound activity from PubChem.
